# All columns: NCI-60 one-dose screen, growth in % after 48 h at 10 µM unless noted; 100 = growth as untreated, 0 = no growth, -100 = all killed.
# SK-MEL-28 = SK-MEL-28 melanoma; 81,000 tested, 4.1% active
# T-47D = T-47D breast cancer. 79,000 tested, 5% active. AID 1794792
# HS 578T = HS 578T breast cancer. 78,000 tested, 4.1% active. AID 1794788
# MALME-3M = MALME-3M melanoma; 78,000 tested, 5.8% active
# BT-549 = BT-549 breast cancer. AID 1794793. 78,000 tested, 4.4% active
# UACC-62 = UACC-62 melanoma. AID 1794756. 81,000 tested, 5.4% active
# UACC-257 = UACC-257 melanoma; 78,000 tested, 4.4% active; AID 1794764
# SK-MEL-2 = SK-MEL-2 melanoma; 77,000 tested, 4.7% active; AID 1794763
# Starred values were filed as active, the others as inactive; · = not tested or not shown; & = joins results of further samples; [ ] = remark or other dose. Rule for the calls: active = growth percent below 10; inactive = the rest.
structure	UACC-62	BT-549	SK-MEL-28	UACC-257	T-47D	HS 578T	MALME-3M	SK-MEL-2
O=C(Nc1cccc2c(=O)[nH][nH]c(=O)c12)c1ccc([N+](=O)[O-])cc1	98	104	104	·	113	102	104	·
CCCCCCCC(=O)N1CCOCC1	·	79	107	112	104	102	90	95
COC(=O)c1sccc1-c1cc(O)c(C(C)=O)s1	101	105	115	91	102	103	95	104
CN(C)C(=S)SCCOc1cc(=O)oc2ccccc12	91	90	102	113	82	89	104	104
O=C(Nc1ncc(Cc2ccc(Cl)cc2)s1)C(=S)N1CCOCC1	99	110	112	109	88	105	109	107
OC(c1ccccc1)c1cccc2ccccc12 (centres undefined)	96	101	112	79	101	114	105	103
Cc1cc(O)c(C(C)C)cc1N=Cc1ccccc1Cl	99	101	108	116	85	89	130	88
CCCCCCCCCCCCCCCC(=O)OC[C@H](NC(=O)C(Cl)Cl)[C@H](O)c1ccc([N+](=O)[O-])cc1	88	96	108	109	92	118	89	97
O=C1/C(=C/c2ccc(Cl)cc2)CN(C(=O)CCN2CCC(=NO)CC2)C/C1=C\c1ccc(Cl)cc1	-75*	-88*	-90*	-77*	-37*	-20*	-50*	-68*
C/C(=C(/c1ccc(Cl)cc1)c1ccc(OCCN2CCCCC2)cc1)c1ccc(Cl)cc1	108	136	107	104	79	97	99	99

# Results in T-47D, SK-MEL-28 and SK-MEL-2 (five entries from above):
SMILES,T-47D,SK-MEL-28,SK-MEL-2
O=C(Nc1ncc(Cc2ccc(Cl)cc2)s1)C(=S)N1CCOCC1,88,112,107
OC(c1ccccc1)c1cccc2ccccc12 (centres undefined),101,112,103
Cc1cc(O)c(C(C)C)cc1N=Cc1ccccc1Cl,85,108,88
CCCCCCCCCCCCCCCC(=O)OC[C@H](NC(=O)C(Cl)Cl)[C@H](O)c1ccc([N+](=O)[O-])cc1,92,108,97
O=C1/C(=C/c2ccc(Cl)cc2)CN(C(=O)CCN2CCC(=NO)CC2)C/C1=C\c1ccc(Cl)cc1,-37*,-90*,-68*

# The listing continues:
structure	UACC-62	BT-549	SK-MEL-28	UACC-257	T-47D	HS 578T	MALME-3M	SK-MEL-2
CN(C)c1ccc(/C=N/NC(=O)c2ccc(OCc3nc4ccc(Cl)cc4[nH]3)cc2)cc1	68	·	85	72	78	81	77	79
O=C(CN1C(=O)NC2NC(=O)NC21)N/N=C/c1ccccc1 (centres undefined)	93	96	105	126	101	103	101	112
NC(=O)CSc1nc(-c2ccc(F)cc2)cc(-c2ccco2)n1	95	100	115	109	64	115	110	101
COc1cc(OC)cc(C(=O)Nc2cccc(Cn3c(=O)[nH]c4ccc(Oc5ncccn5)cc4c3=O)c2)c1	85[9.25 µM]	100[9.25 µM]	100[9.25 µM]	118[9.25 µM]	75[9.25 µM]	91[9.25 µM]	104[9.25 µM]	97[9.25 µM]
CC1SC(c2cccc([N+](=O)[O-])c2)N(NC(=O)CCC(=O)c2nc3ncccc3[nH]2)C1=O (centres undefined)	90	123	105	102	87	92	94	99
C[C@H](NC(=O)[C@@H]1CSSC[C@@H](NC(=O)Cc2nc3ccccc3cc2O)C(=O)NCC(=O)N1C)c1ccccc1	78	84	67	85	77	94	125	82
CCc1nc(N)nc(N)c1C#CC(C)c1ccc(-c2ccncc2)cc1Cl (centres undefined)	13	23	40	32	24	39	40	33
CN(C)c1ccc(CNCCO)cc1	90	76	82	85	56	96	103	66
Nc1nc2c(nnn2C2CC(O)C(CO)O2)c(=O)[nH]1 (centres undefined)	25	61	88	78	50	75	79	43
CC1=NN(c2ccc(S(=O)(=O)O)cc2)C(=O)/C1=C/c1ccc(Cl)cc1	99	·	116	103	104	117	·	93
NC(=S)N/N=C/c1ccc([N+](=O)[O-])cc1	90&104	96&115	116&129	83&94	95&89	108&116	102&119	99&111
COc1cccc2cc(C(C)C(=O)OCc3cn(-c4cc5ccccc5oc4=O)nn3)ccc12 (centres undefined)	97	101	116	99	94	94	104	93
COc1ccc(-c2c(C#N)c(N)nc3c2CCCC3C)cc1 (centres undefined)	81	115	187	101	59	176	120	98
O=C(Nc1cccc2cccnc12)c1cc(C(=O)c2ccc(Br)cc2)n2c1ccc1c3ncccc3ccc12	91	105	108	104	81	88	94	99
O=C(C1CCCCC1)N1CC(=O)N2CCc3ccccc3C2C1 (centres undefined)	·	106	108	104	99	120	·	112
COc1cc2c3c(c4c5ccccc5[nH]c4c2c(OC)c1OC)C(=O)N(CCO)C3=O	95	97	108	124	96	121	106	104
NC(CS)C(=O)O (centres undefined)	94	·	103	96	98	110	100	112
Cn1cc(-c2nc(N)nnc2-c2c[nH]c3ccc(F)cc23)c2cccnc21	30	38	75	62	19	15	65	86
C=CCn1c(C)nc2ccc(Nc3nc(Nc4ncccn4)nc4ccccc34)cc21	93	83	111	101	56	88	99	100
Cc1ncc(CO)c(CO)c1O	101&98&103	106&108&103	114&103&116	98&108&103	110&102&106	100&89&100	123&116&104	30&133&93
CCCC1OCC(C)([N+](=O)[O-])CO1 (centres undefined)	96	108	108	107	95	93	97	99
CNC(=O)c1nc(Nc2ccc(NC(=O)Nc3ccc(Cl)c(C(F)(F)F)c3)cc2)c2ccccc2n1	102	100	118	119	83	109	94	105
COc1cc(/C=N/NC(=O)CSc2nc3sc4c(c3c(=O)n2-c2ccc(Cl)cc2)CCCC4)ccc1O	93	99	107	107	93	112	108	128
O=C(O)/C=C\C(=O)Nc1ccc(N=Nc2ccc([N+](=O)[O-])cc2)cc1	62	90	94	84	66	101	93	91
Nc1c(Oc2cccc(C(F)(F)F)c2)ncnc1Oc1cccc(C(F)(F)F)c1	96	·	108	98	·	104	105	104
Cn1c(O)c(N=Nc2nc(-c3cc4ccccc4oc3=O)cs2)c2cc(Br)ccc21	65	60	100	100	83	17	50	32
O=C1NC(=O)c2c1c1c3ccccc3ccc1c1[nH]c3ncccc3c21	96	109	103	106	98	102	87	128
COc1cc(/C=C/C(=O)c2cccc(Nc3nc(Nc4ccccc4)nc(Nc4ccccc4)n3)c2)cc(OC)c1OC	64	64	69	106	42	50	69	54
CCOC(=O)/C=c1\sc2n(c1=O)C1C(NN=2)N(C)C(=O)N1C (centres undefined)	96	87	101	105	112	116	105	108
Oc1ccccc1-c1nc(Br)cn2ccnc12	99	93	105	96	68	96	107	·
CCOC(=O)C(Cc1ccccc1)P(=O)(OCC)OCC (centres undefined)	99	110	112	89	101	104	110	111
CCOc1cccc(C(=O)Nc2ccc(-c3nc4ccccc4[nH]3)cc2)c1	100	111	109	107	85	120	104	109
O=C(O)C(CS(=O)(=O)O)Nc1ncnc2nc[nH]c12 (centres undefined)	89	129	112	117	97	114	110	113
O=C1Nc2ccc(F)cc2/C1=C\c1ccc(O)cc1	85	106	101	104	100	92	105	108
FC(F)(F)c1ccc(/C=N/Nc2nnc3n2N=C(c2ccccc2)CS3)cc1	92	112	109	100	98	102	115	109
COc1ccc(OC)c(-c2cc(-c3ccccc3)c3c(N)c(C(C)=O)sc3n2)c1	72	80	101	103	31	86	106	87
O=C(O)c1ccc(-n2cc(CO)c(-c3ccc(F)cc3F)n2)cc1	104	90	104	113	100	96	99	95
Cc1ccsc1/C=C1/C(=O)N(C)c2ccccc21	80	98	100	95	70	78	104	98
CCOC(=O)C=P(c1ccccc1)(c1ccccc1)c1ccccc1	95	116	104	94	93	109	108	124
CCOC(=O)C1NC(C(=O)OCC)C(=O)C1=O (centres undefined)	100	105	105	·	91	106	108	100
NC(=S)N/N=C/C(=O)O	106	95	111	86	41	84	·	85
CCn1c2ncccc2c2c3c(c4c5cccnc5n(C)c4c21)C(=O)NC3=O	54	45	96	93	70	82	88	88
CC[n+]1c(/C=C/C=C2\N(C)c3ccccc3C2(C)C)sc2ccccc21	12	-2.7*	37	·	4.6*	40	14	-16*
CCOC(=O)c1sc2ccc(NCc3nc[nH]c3C)cc2c1NC(=O)c1cc(OC)c(OC)c(OC)c1	93	95	83	·	76	99	80	84
CCCCn1c(=O)c(C2CNC(=O)c3ccccc3N2)cc2ccccc21 (centres undefined)	88	98	102	·	94	95	107	106
COc1cccc(-c2ccc(/C=N/NC(=O)c3[nH]c4ccc(Br)cc4c3-c3ccccc3)o2)c1	29	26	42	37	55	-1.4*	47	19
CCN1CCN(CCCN(C[C@H]2Cc3ccccc3CN2)[C@H]2CCCc3cccnc32)CC1	106	80	108	80	103	·	113	·
Cc1ccc(SCC(=O)O)c(C)c1	100	·	110	89	88	80	100	97
COc1ccc(C(C)=O)c(O)c1O	97	99	109	98	91	113	92	86
C/C(=N/NC(N)=O)C1CC2CCC1CC2 (centres undefined)	103	·	101	99	132	92	195	103

# An excerpt of these results, with each value named:
OC(c1ccccc1)c1cccc2ccccc12 (centres undefined)
  UACC-62 = 96	BT-549 = 101	SK-MEL-28 = 112	UACC-257 = 79	T-47D = 101	HS 578T = 114	MALME-3M = 105	SK-MEL-2 = 103

Oc1ccccc1-c1nc(Br)cn2ccnc12
  UACC-62 = 99	BT-549 = 93	SK-MEL-28 = 105	UACC-257 = 96	T-47D = 68	HS 578T = 96	MALME-3M = 107	SK-MEL-2 = ·

O=C(Nc1ncc(Cc2ccc(Cl)cc2)s1)C(=S)N1CCOCC1
  UACC-62 = 99	BT-549 = 110	SK-MEL-28 = 112	UACC-257 = 109	T-47D = 88	HS 578T = 105	MALME-3M = 109	SK-MEL-2 = 107

# Additional entries
structure	UACC-62	BT-549	SK-MEL-28	UACC-257	T-47D	HS 578T	MALME-3M	SK-MEL-2
O=C(NCCNc1nccc(-n2ccc3cccnc32)n1)c1ccc(F)cc1	96	·	101	102	107	106	100	107
CN(C)Cc1cc(C(C)(C)C)cc(CN(C)C)c1O	106	109	110	107	99	30	117	107
COc1cc(-c2ccc[nH]2)[nH]c1/C=C1\N=C(C)C(C(=O)NC(C)C)=C1C	-34*	44	44	23	34	39	·	·
CC(C)(C)NC(=O)Cc1ccccc1	105&111	95&106	107&111	109&101	95&104	109&135	97&109	94&109
Oc1ccc2c(c1)OCCOCCOc1cc(O)ccc1OCCO2	95	103	113	20	98	117	101	20
CC1=C(C(=O)c2cnccn2)C(c2ccc([N+](=O)[O-])cc2)NC(=O)N1 (centres undefined)	98	111	103	111	90	96	102	103
O=C1N=C(c2c(-c3[nH]c(=O)c4ccc(Br)cc4c3O)c(O)c3ccccc3c2O)C(=O)c2cc(Br)ccc21	-49*	-25*	-48*	-52*	-34*	-22*	-74*	-15*
COc1ccc(C(=O)NNc2nc(N3CCN(C4CCCCC4)CC3)nc(N3CCN(C(c4ccccc4)c4ccccc4)CC3)n2)cc1	66	82	94	71	82	40	72	101
COc1c(F)ccc(C(=O)Nc2ccc3nc(N)sc3c2)c1F	81	79	116	113	102	103	106	101
O=C(CCc1nnc(-c2ccc(O)cc2)o1)c1nc2ccccc2[nH]1	102	98	110	108	90	116	102	·
CCOc1ccc(N)c([N+](=O)[O-])c1	98	101	113	92	·	102	99	97
CC(=O)Nc1ccc2oc(=O)ccc2c1	94	90	115	104	85	109	110	101
CC(=O)Nc1ccc(F)c(Cl)c1F	103	102	101	98	106	97	94	109
CN1C(=O)/C(=C/c2ccc3ncsc3c2)NC1=NC12CC3CC(CC(O)(C3)C1)C2	-7.7*	-40*	-18*	-17*	12	-11*	-15*	-82*
Nc1ncnc2c1c(-c1ccc(Cl)cc1)nn2CC(=O)N1CCOCC1	95	99	104	106	105	99	100	106
Nc1nc(C(=O)N/N=C/c2ccc(N3CCCCC3)cc2)nn1-c1ccc(S(N)(=O)=O)cc1	94	107	114	105	97	93	98	103
CC(C)=CCC/C(C)=C/CC/C(C)=C/CCc1cc(C)oc1C	85	78	99	·	56	100	92	·
CC/C(=C(\c1ccc(O)cc1)c1ccc(OCCN(C)C(=O)COCCOCCNC(=O)c2cccc3c2CN(C2CCC(=O)NC2=O)C3=O)cc1)c1ccccc1 (centres undefined)	98	71	97	97	63	93	93	105
CC1CCC2(CC1)N=C(N)NC(Nc1ccc(S(N)(=O)=O)cc1)=N2 (centres undefined)	97	104	106	101	99	98	110	110
C(=N\Nc1nc(-c2ccccc2)cs1)/c1cccs1	65	93	110	81	55	94	86	93
COc1ccc(-c2c3c(C)nn(-c4ccccc4)c3nc3nc(C)[nH]c(=O)c23)cc1	101	106	103	·	86	89	99	101
CN(C)c1ccc(-c2nc3ccccc3s2)cc1	83	100	111	105	64	99	102	114
CCOC(=O)C(CCc1ccccn1)C(C)=O (centres undefined)	101	104	109	110	99	107	96	101
CN(C)c1nc(NNC(=O)c2ccccc2)nc(N(C)C)n1	97	109	112	104	97	94	·	105
Cn1cnc2c(N3CCN(C(=O)OCc4ccc5cccc(O)c5n4)CC3)nc(Cl)nc21	78	·	99	91	66	94	113	103
CC(=S)Nc1ccccc1	97	·	112	83	100	99	89	97
COc1cc(-c2nn(-c3cccc(NC(=O)c4ccc(Cl)c(C(F)(F)F)c4)c3)cc2-c2ccncc2)ccc1Cl	33	50	42	23	26	35	17	19
COc1cc(C(=O)N(c2ccc(F)cc2)C(C(=O)NCc2ccccc2)c2ccc(OC)c(OC)c2OC)cc(OC)c1OC (centres undefined)	89	97	100	92	110	100	108	106
CC(=O)OCCCC(COC(C)=O)OC(C)=O (centres undefined)	116	92	114	89	108	155	111	103
CN(C)Cc1cccc(CN(C)C)c1O	81	93	112	93	102	107	98	117
